Vif-A3F inh: qHTS for Inhibitors of Vif-A3F Interactions: qHTS | HeLa A3F-eYFP + Vif (tagged APOBEC3F with the HIV-1 protein that degrades it), YFP fluorescence increase | AID 602313, 2012 | 0.2% of 390,000 active | Potency, µM (titrated, usually from 46.1 µM), for the others: top-dose activity, negative = active; note: potency is the fitted concentration of half-maximal effect; % of control where 0% means no effect; nearly all actives have a fitted effect of over 65% in size
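HeLa cells stably expressing Vif plus C-terminally eYFP-tagged A3F were seeded, incubated overnight at 37 deg C, dosed with compound, incubated overnight again at 37 deg C. Yellow fluorescence (Ex 488/Em 500-530) reported blocked Vif-mediated A3F-eYFP degradation.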
RXFP1 antagonist: qHTS Assay for Antagonists of the Relaxin Receptor RXFP1 | 0.59% of 350,000 active | Relaxin receptor 1 (Homo sapiens), Q9HBX9 | activity change, negative = inhibition, % at 57.5 µM | HEK293-RXFP1, relaxin-stimulated cAMP HTRF, 30 min; active compounds read low | AID 1259400, 2018;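 active = activity change of -60% or lower, but not beyond a set lower limit; inconclusive = change between -60% and -40%, or beyond the set limit; inactive = change above -40%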; note: % is set by controls: 0 for no effect and ±100 for the full control effect
Target sequence (Q9HBX9 whole entry, looked up): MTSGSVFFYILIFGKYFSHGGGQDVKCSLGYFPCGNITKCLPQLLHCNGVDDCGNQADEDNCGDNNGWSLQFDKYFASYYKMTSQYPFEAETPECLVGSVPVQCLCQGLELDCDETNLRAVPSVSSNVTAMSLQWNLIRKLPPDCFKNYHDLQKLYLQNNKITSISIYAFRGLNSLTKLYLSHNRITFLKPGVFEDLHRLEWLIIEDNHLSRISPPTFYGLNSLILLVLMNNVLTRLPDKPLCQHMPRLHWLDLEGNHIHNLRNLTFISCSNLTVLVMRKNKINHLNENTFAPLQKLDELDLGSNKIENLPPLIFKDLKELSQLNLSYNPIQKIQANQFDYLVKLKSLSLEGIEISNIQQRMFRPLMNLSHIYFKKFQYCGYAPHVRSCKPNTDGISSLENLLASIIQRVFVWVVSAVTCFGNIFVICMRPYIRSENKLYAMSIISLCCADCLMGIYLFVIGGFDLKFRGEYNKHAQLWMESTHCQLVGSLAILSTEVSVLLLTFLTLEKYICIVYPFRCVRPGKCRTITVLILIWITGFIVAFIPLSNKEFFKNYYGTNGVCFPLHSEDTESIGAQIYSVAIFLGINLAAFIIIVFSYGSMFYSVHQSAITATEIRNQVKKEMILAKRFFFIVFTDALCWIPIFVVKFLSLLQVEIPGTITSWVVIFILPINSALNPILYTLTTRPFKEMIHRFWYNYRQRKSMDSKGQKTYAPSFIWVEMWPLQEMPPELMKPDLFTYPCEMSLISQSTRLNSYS
D1 antagonist: Antagonist of Human D 1 Dopamine Receptor: qHTS; HEK293 TREx D1 cells, calcium flux, dopamine EC80; active compounds read low; AID 504652, 2011; 3.2% of 360,000 active; activity change, negative = inhibition, % at 10 µM; D(1A) dopamine receptor (Homo sapiens), P21728; in the data active = activity change below about -30%; note: % is set by controls: 0 for no effect and ±100 for the full control effect
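Cells carrying a force-coupled, tetracycline-inducible human D1 receptor report calcium flux. Each well gets a 10 s baseline, compound with 180 s monitoring, then an EC80 dopamine stimulus with a second 180 s kinetic read.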
D1 ag: Allosteric Agonists of the Human D1 Dopamine Receptor: qHTS; D(1A) dopamine receptor (Homo sapiens), P21728; HEK293 T-REx D1 cells, calcium flux, agonist mode; activation, % at 2 µM; 1% of 360,000 active; AID 504660, 2011; in the data active = activation above about 30%; note: 0% is about no effect
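Agonism was scored from calcium flux recorded over 180 s (1 read/s) after pintool compound addition, following a 10-cycle baseline. Cells were inducible force-coupled HEK293 TREx D1, plated overnight at 30 C and loaded with no-wash calcium dye.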
D1 potentiator: Potentiators of Human D1 Dopamine Receptor: qHTS. HEK293 TREx D1 cells, calcium flux, dopamine EC20 potentiation. 0.036% of 360,000 active. potentiation, % at 10 µM; in the data active = potentiation above about 30%; note: 0% is about no effect
Vif-A3G inh: qHTS for Inhibitors of Vif-A3G Interactions: qHTS. Potency, µM (series often up to 46.1 µM), for inactives: top-dose activity, negative = active, most hits filed as inhibitors. AID 602310, 2012. HeLa A3G-eYFP + Vif (tagged APOBEC3G with the HIV-1 protein that degrades it), YFP fluorescence, overnight. 0.076% of 410,000 active;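 note: potency is the fitted concentration of half-maximal effect; % is set by controls: 0 for no effect and ±100 for the full control effect; nearly all actives have a fitted effect of over 60% in size; hits raise eYFP signal because A3G escapes Vif-driven loss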
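HeLa cells stably expressing Vif and C-terminally eYFP-tagged A3G, seeded overnight at 37 deg C, then exposed to compound by pintool overnight at 37 deg C. Rise in yellow fluorescence (Ex 488/Em 500-530, Acumen) marks blocked Vif-driven A3G degradation.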
D2 potentiator: HTS Assay for Positive Allosteric Modulators of the Human D2 Dopamine Receptor: Primary Screen for Potentiators; D(2) dopamine receptor (Homo sapiens), P14416; HEK293 T-REx D2, calcium flux, EC20 dopamine potentiation; potentiation, % at 10 µM; 0.34% of 340,000 active;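 active = potentiation over 3 SD above the plate norm, cut at about 30% in these data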; note: 0% is about no effect
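Potentiation of an EC20 dopamine calcium response measured kinetically over 180 s, after a preceding 180 s compound-only read flagging agonists. Cells: inducible Hek293 Trex D2 line, 4000/well, cultured overnight at 30 C before dye loading.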
RXFP1 agonist: qHTS Assay for Agonists of the Relaxin Receptor RXFP1. Relaxin receptor 1 (Homo sapiens), Q9HBX9. 0.3% of 370,000 active. HEK293T-RXFP1 cAMP TR-FRET, 30 min; response scale: percent of porcine relaxin response, buffer zero. Potency, µM (doses to about 57.5 µM), inactives show top-dose activation, actives largely listed as activators; note: potency is the fitted concentration of half-maximal effect; % is set by controls: 0 for no effect and ±100 for the full control effect; nearly all actives have a fitted effect of over 60% in size; many of its hits are not listed in these tables
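HEK293T cells stably expressing RXFP1 were pretreated with the PDE4 inhibitor Ro 20174, exposed to compounds for 30 min at 37C, lysed, and cAMP was read by TR-FRET. Data normalized to buffer (basal) and 29 nM porcine relaxin (100%).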
GRP78 ERSR act: qHTS for Inducers of the Endoplasmic Reticulum Stress Response (ERSR) in Human Glioma: qHTS. U87-MG GRP78 promoter luciferase reporter, 16 h. Potency, µM, for inactives: at the top dose activation, most hits filed as activators. 0.02% of 420,000 active. AID 602332, 2012; note: potency is the fitted concentration of half-maximal effect; series mostly up to about 76 µM; % of control where 0% means no effect; nearly all actives have a fitted effect of over 35% in size
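ERSR induction read as luciferase luminescence (Bright-Glo, 10 min at room temperature) in stably transfected human U87-MG glioma cells exposed to compounds for 16 h, using GRP78 as sensor.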
* hit, by the source's call; ? = inconclusive; . = no result given; & = joins results of further samples. Unless noted, calls come from the whole dose curve; as a rule, active = well fitted curve in the direction sought with a large enough effect; inconclusive = small, poorly fitted or top-dose-only effect, or another doubt; inactive = no such curve, though single readings can be large; an effect the other way counts as inactive or inconclusive. This is a subset (hit frequency here may not be typical).

SMILES	Vif-A3F inh	RXFP1 antagonist	D1 antagonist	D1 ag	D1 potentiator	Vif-A3G inh	D2 potentiator	RXFP1 agonist	GRP78 ERSR act
COc1ccc2c(Cl)c(C(=O)NCC3CCCO3)sc2c1Cl (stereo not drawn)	.	.	12.4	1.5	-2.2	.	-8.1	20.5%	.
COCCCNC(=S)Nc1ccc(S(=O)(=O)Nc2cc(OC)nc(OC)n2)cc1	-7.9%	-9.2	-24.0	-0.7	2.3	-0.6%	-4.4	-0.8%	-2.4%
Cc1ccc(CNC(=O)C2=CCN(S(=O)(=O)c3ccc(C)cc3)CC2)cc1	.	.	-6.3	-0.6	-3.6	.	-1.3	0.4%	.
CC(=O)N(/C=C1\SC(=S)N(c2ccccc2)C1=O)c1ccccc1	-4.1%	1.9	-8.9	3.4	5.6	2.3%	-6.3	1.0%	4.9%
CCNc1nc(NC(C)C)nc(Oc2ccc(OCc3ccccc3)nn2)n1	4.4%	8.3	-14.3	1.5	-2.0	0.6%	-7.0	1.7%	-4.2%
O=S(=O)(NC1CCCC1)c1ccc(S(=O)(=O)NC2CCCC2)cc1	-4.3%	-13.1	-2.9	22.9	2.5	0.8%	5.2	0.8%	1.1%
O=C(NCc1ccccc1)N1CCc2c(sc3c2CCCC3)C1c1ccccc1 (stereo not drawn)	-0.8%	-14.5	13.4	4.9	-1.1	-26.9%	-8.3	-0.1%	-2.2%
CC1Cc2nc(SCC(=O)NCc3ccco3)n(Cc3ccccc3)c(=O)c2S1 (stereo not drawn)	-3.1%	5.6	20.3	-0.9	-2.4	-3.0%	4.8	-0.3%	1.3%
COc1cc(C(=O)Nc2nc3ccccc3[nH]2)cc(OC)c1OC	-2.0%	4.0	8.8	0.1	-3.2	1.4%	3.0	1.3%	-1.0%
Cc1ccc(C(=O)Nc2oc(-c3ccccc3)cc2C#N)cc1	2.6%	-12.2	-2.8	1.1	-4.8	-3.8%	-31.0	3.1%	-8.7%
CCOc1ccccc1NC(=O)NC1CCCCCCC1	3.6%	0.2	-8.0	0.9	-2.3	-8.8%	0.2	-0.2%	-3.3%
Cc1ccsc1C(=O)N1CCN(S(=O)(=O)c2cccs2)CC1	9.2%	-18.5	0.5	7.2	-3.2	-5.0%	7.3	1.0%	-4.0%
O=C(Nc1nnc(-c2ccco2)s1)C1CCN(S(=O)(=O)c2ccc(Cl)cc2)CC1	-0.7%	-6.0	-6.7	3.9	-1.6	1.7%	.	2.5%	-2.3%
COc1cccc(NC(=O)N2CCC(NC(=O)c3ccco3)CC2)c1	0.2%	-9.9	21.1	-1.3	-2.5	-2.4%	-5.8	0.3%	-3.3%
COc1cc(/C=C2\SC(=O)NC2=O)ccc1Oc1cnccn1	-12.7%	-7.9	-40.8*	-0.6	-0.1	-0.7%	-3.5	0.4%	4.6%
COc1cc(/C=N/NC(=O)c2sc3ccccc3c2Cl)ccc1OC(=O)c1ccc([N+](=O)[O-])cc1	4.6%	12.5	-37.7*	1.3	-5.3	-0.3%	2.1	0.3%	-0.4%
CCc1ccc(S(=O)(=O)n2c(C)nc3ccccc32)cc1	-11.5%	9.6	-1.4	4.0	-2.2	0.5%	-0.2	0.4%	-4.1%
CC1CCCCN1C(=O)CSc1nc2c(c(=O)n(C)c(=O)n2C)n1C (stereo not drawn)	-6.6%	-9.0	-1.8	0.6	-0.8	-5.6%	1.3	?	-3.2%
CCOc1ccc(/C=N/Nc2nc(C)cs2)c(O)c1	?	-8.2	-4.7	2.9	-6.5	-3.7%	3.1	1.9%	4.2%
CCOC(=O)C1CCCN(CC(=O)N2CCCc3c2c(=O)oc2ccc(OCc4ccccc4)cc32)C1 (stereo not drawn)	2.8%	.	1.0	1.3	2.8	0.2%	11.1	1.4%	-0.7%
O=C(CNS(=O)(=O)c1cccc2nsnc12)NCCc1ccccc1	17.1%	12.4	-1.0	1.4	6.0	0.5%	-2.7	0.1%	-4.8%
BrC(/C=C\c1ccccc1)=N/Nc1nc(N2CCOCC2)nc(N2CCOCC2)n1	-5.1%	-15.1	0.5	0.8	0.9	-0.3%	3.0	-0.4%	-2.3%
CCN(CC)CC(=O)NCc1cc(-c2ccc(OC)cc2)no1	-11.3%	-1.9	0.7	7.9	-4.0	-0.3%	-10.3	0.3%	2.3%
CC(C)c1nnc(NC(=O)c2c(O)c3cccc4c3n(c2=O)CCC4)s1	0.0%	1.3	-14.8	1.8	-7.3	1.9%	-3.2	-0.4%	-2.7%

An excerpt of these results, with two lines to a compound:
Every second line gives: Vif-A3F inh, RXFP1 antagonist, D1 antagonist, D1 ag, D1 potentiator, Vif-A3G inh, D2 potentiator, RXFP1 agonist, GRP78 ERSR act
> COc1cccc(NC(=O)N2CCC(NC(=O)c3ccco3)CC2)c1
  0.2%, -9.9, 21.1, -1.3, -2.5, -2.4%, -5.8, 0.3%, -3.3%
> O=C(NCc1ccccc1)N1CCc2c(sc3c2CCCC3)C1c1ccccc1 (stereo not drawn)
  -0.8%, -14.5, 13.4, 4.9, -1.1, -26.9%, -8.3, -0.1%, -2.2%
> COc1cc(/C=N/NC(=O)c2sc3ccccc3c2Cl)ccc1OC(=O)c1ccc([N+](=O)[O-])cc1
  4.6%, 12.5, -37.7*, 1.3, -5.3, -0.3%, 2.1, 0.3%, -0.4%

(list continues)
SMILES	Vif-A3F inh	RXFP1 antagonist	D1 antagonist	D1 ag	D1 potentiator	Vif-A3G inh	D2 potentiator	RXFP1 agonist	GRP78 ERSR act
Cc1cc(C)c(C)c(S(=O)(=O)Nc2ccc(OCC(=O)O)cc2)c1C	2.6%	.	2.3	1.1	-3.1	-0.1%	-4.6	0.1%	-0.7%
O=[N+]([O-])c1ccc(N2CCN(C(=S)c3cccc([N+](=O)[O-])c3)CC2)cc1	4.5%	-5.7	-1.9	6.7	-2.6	0.9%	5.5	-2.7%	-1.4%
O=CN1Cc2ccccc2-c2ccccc2C1	-20.5%	-8.4	3.8	2.9	-1.6	1.2%	-2.6	1.8%	-4.3%
CCc1ccc(OCC(=O)Nc2ccc(N3CCN(S(C)(=O)=O)CC3)cc2)cc1	4.5%	-5.4	4.0	1.7	-6.0	-0.5%	8.6	-2.9%	-3.6%
O=C(NN=C1CCCC1)c1ccccc1[N+](=O)[O-]	-7.1%	-5.7	0.6	6.6	-0.5	0.5%	10.2	-0.7%	-1.9%
CCc1ccc(CNCc2c(C(=O)O)n(Cc3ccc(F)cc3Cl)c3cc(OC)ccc23)cc1	-24.4%	.	6.0	0.5	0.1	2.8%	-16.1	2.0%	-3.0%
Cc1ccc(NC(=O)C2(c3ccccc3)CCOCC2)c([N+](=O)[O-])c1	-9.5%	-6.8	3.0	2.2	-4.3	-0.6%	1.6	-0.2%	-4.5%
Cc1cccc(C(=O)n2cnnc2N)c1	17.5%	2.9	-8.8	2.8	-6.6	-1.7%	10.4	-0.6%	-6.4%
Cc1cccc(C(=O)NCC(=O)OCC(=O)c2ccc(C)s2)c1	-3.2%	2.9	.	.	.	-4.4%	.	.	-0.3%
Cc1cc(C)c(NC(=O)Nc2sc3nc4n(c(=O)c3c2C)CCC(C)CC4)c(C)c1 (stereo not drawn)	1.2%	-7.5	-4.0	3.7	-2.2	5.0%	-2.3	0.4%	-4.3%
CN=C(Nc1cccnc1)c1ccccc1	1.1%	-0.3	-17.2	0.1	7.5	-1.7%	-9.2	-0.2%	1.7%
COc1cc(OC)cc(C(=O)NNC(=O)c2ccc3ccccc3n2)c1	-1.1%	-25.5	0.3	6.4	14.9	0.7%	-3.1	-0.2%	?
CCOc1ccccc1CNC(=O)c1ccc2nc(N3CCC(C)CC3)sc2c1	0.2%	-16.2	-13.6	2.0	-2.0	2.1%	1.1	2.2%	0.0%
CC/C(=C\C(=O)c1ccncc1)Nc1ccc(O)cc1	2.4%	-8.1	-9.8	2.7	-4.5	-1.5%	-5.9	-0.3%	1.3%
CC(C)NC(=O)NC(=O)CSc1nnc(-c2c[nH]c3ccccc23)o1	-6.5%	14.7	-25.7	5.4	-7.8	-1.4%	.	0.2%	8.3%
O=C(Cn1c(=O)n(-c2ccc(F)cc2)c(=O)c2sccc21)NC1CCCCC1	6.1%	-1.3	-61.3*	1.4	-3.2	0.1%	.	?	-2.7%
CCCCOc1ccc(S(=O)(=O)Nc2cccnc2)cc1	-0.7%	-3.8	-36.6*	23.0	-0.8	0.9%	-11.4	2.7%	0.3%
C=CCN=c1scc(-c2ccccc2)n1/N=C/c1ccccn1	-13.3%&0.2%	?	-20.0	4.9	-3.0	-19.8%&-18.6%	-1.9	0.1%	-1.5%&-4.7%
CN(C(=O)CSc1nnnn1-c1ccc(O)cc1)C1CCCCC1	-2.5%	-7.1	.	.	.	-4.8%	.	.	4.4%
O=C(COC(=O)c1cc(Br)ccc1O)Nc1cccnc1Cl	-0.4%	-4.7	0.3	5.7	-2.2	0.0%	1.1	?	-3.9%
CCOc1ccc(CCNC(=O)C2CC(C)=CCC2C(=O)O)cc1OCC (stereo not drawn)	-16.8%	1.7	9.4	1.9	-5.5	0.8%	-4.1	5.1%	-7.1%
CCOc1cccc(/C(O)=C2/C(=O)C(=O)N(CCN3CCOCC3)C2c2cccnc2)c1 (stereo not drawn)	.	0.9	-6.6	1.8	-4.8	-1.0%	6.7	3.1%	-1.6%
O=C(NNC(=O)c1ccc(-c2ccccc2)cc1)c1ccccc1	2.3%	-14.0	16.4	5.9	-0.6	0.8%	-0.5	1.9%	1.2%
Cc1ccc(C(=O)C(NC(=O)c2ccco2)N2CCOCC2)cc1 (stereo not drawn)	1.2%	-2.2	5.9	7.8	8.9	-7.9%	27.1	-0.1%	0.6%
O=C(O)c1ccccc1SCC(=O)N1CCOCC1	7.8%	1.8	-25.1	0.7	-4.5	1.7%	-6.1	1.9%	-2.3%
